# Source: PubChem (National Center for Advancing Translational Sciences (NCATS))
# D3 ag: D3 dopamine receptor (human) agonism | D3R DiscoveRx beta-arrestin cells, luminescence, 90 min | max activation, % | 410,000 tested, 0.58% active | AID 652048; in the data active = max activation above about 30%; also: 0% is about no effect; mostly tested at two doses, the higher about 12 µM
# Target sequence (P35462 whole entry, looked up): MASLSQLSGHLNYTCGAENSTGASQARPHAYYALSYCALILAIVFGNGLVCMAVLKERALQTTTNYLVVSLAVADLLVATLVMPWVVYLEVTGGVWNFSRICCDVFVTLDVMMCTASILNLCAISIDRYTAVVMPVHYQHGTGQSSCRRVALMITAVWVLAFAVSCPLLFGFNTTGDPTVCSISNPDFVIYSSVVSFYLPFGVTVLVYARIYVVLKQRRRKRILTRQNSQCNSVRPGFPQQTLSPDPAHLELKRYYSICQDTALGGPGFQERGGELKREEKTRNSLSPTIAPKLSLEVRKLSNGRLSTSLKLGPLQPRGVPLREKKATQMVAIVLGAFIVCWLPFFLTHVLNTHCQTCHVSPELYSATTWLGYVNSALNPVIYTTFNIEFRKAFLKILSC
#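 Agonist mode: compounds and dopamine controls were applied to plated cells for 90 min at 37 degrees C after an overnight attachment at 1500 cells/well. Luminescent read-out followed 30 - 60 minutes at room temperature with DiscoveRx detection reagent.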
# PTHR1 ag: agonists of human PTHR1 parathyroid hormone receptor | Q03431 | HEK293 GP2 PTHR1 cells, GloSensor cAMP luminescence, 1 h | Potency, µM (highest dose often 115 µM), for inactives: top-dose activation, most hits filed as activators | 410,000 tested, 0.075% active; active = well fitted activation curve with a large enough effect; inconclusive = small, poorly fitted or top-dose-only effect, or another doubt; inactive = no such curve, though single readings can be large or run the other way; also: potency is read from the fitted curve at half-maximal effect; nearly all actives have a fitted effect of over 55% in size; some results filed as inactive show a strong effect at the top dose; inactives centre near -15; many of its hits are not listed in these tables
#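 HEK-293-derived GP2 cells expressing PTHR1 and a GloSensor cAMP reporter, 3,000/well, plated overnight, given luciferin plus IBMX (each 0.5 mM as added) for 1 h at 37 °C, then compound for 1 h at 37 °C. Luminescence was read after 15 min at room temperature.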
# * marks the source's active call; other numbers are inactive results; i = inactive; ? = inconclusive; [ ] = remark or other dose.
1	O=c1c(-c2cc(-c3ccccc3)nc3c2COc2ccc(Cl)cc2-3)coc2ccccc12
2	COc1ccc(NC(=O)C2CCN(C(=O)N3CCOc4ccccc43)CC2)cc1
3	O=C(Cn1c(=O)nc(-c2ccccc2)c2ccccc21)Nc1cccc(C(F)(F)F)c1
4	CC(=O)N1c2ccc(S(=O)(=O)NCC3CCC(C(=O)NCCC(C)C)CC3)cc2CC1C (stereo unspecified)
5	Cc1ccc(C)c(CSc2nc(-c3ccccc3F)nc3c2Cc2c(CO)cnc(C)c2O3)c1
6	Cc1c(-c2nnc(SCC(=O)Nc3ccc(Cl)cc3)o2)nnn1-c1ccc(F)cc1
7	CCOCCCNC(=O)c1ccc2nc(CCc3ccccc3)oc2c1
8	CN(C1CCCCC1)S(=O)(=O)c1ccc2c(c1)c(=O)c(C(=O)N1CCN(c3ccccc3)CC1)cn2C
9	CCN(CCCNC(=O)c1cc(Nc2ccc(OC)cc2OC)nc2ccccc12)c1cccc(C)c1
10	Cc1cccc(N2CCN(C(=O)C3CCN(S(=O)(=O)c4cccs4)CC3)CC2)c1C

compound no.	1	2	3	4	5	6	7	8	9	10
D3 ag	-1	9	4	-4	0	-8	1	10	-6	-10
PTHR1 ag	-44%[inhibitor]	-6%	?	-58%[inhibitor]	?	-11%	-8%	i	6%	-22%

11	CCOc1ccccc1CNCc1c(C(=O)O)c(C)n(Cc2ccc(C)cc2)c1C
12	O=C(CSc1nc2c([nH]c3ccccc32)c(=O)n1-c1ccc(F)cc1)N1CCCc2ccccc21
13	CCOc1ccc(NC(=O)C(C)Sc2nnc3cc(C)c4ccccc4n23)cc1 (stereo unspecified)
14	CCN(Cc1ccccc1)C(=O)c1cc2c(=O)[nH]c3ccc(C)cc3c2s1
15	CCOC(=O)Cn1c(=O)oc2cc(S(=O)(=O)N3CCN(c4cccc(Cl)c4)CC3)ccc21
16	CCc1ccc(Nc2ncnc3c2cnn3-c2cc(Cl)ccc2C)cc1
17	Cc1cccc(OC(C)C(=O)Nc2ncn[nH]2)c1 (stereo unspecified)
18	CCN(c1ncnc2c1cnn2-c1cccc(Cl)c1)C1CCCCC1
19	CCOc1ccccc1NC(=O)c1cc2cc(C)ccc2n1C
20	Cc1ccccc1NC(=O)CN1C(=O)CCn2nc(-c3cccn3C)cc21

compound no.	11	12	13	14	15	16	17	18	19	20
D3 ag	-15	-12	11	3	10	-4	9	-1	8	11
PTHR1 ag	-10%	i	8%	-23%	-25%	-28%	i	-49%[inhibitor]	-3%	24%

21	Cc1ccc(-c2nnc(Nc3cccc(C(F)(F)F)c3)c3ccccc23)cc1S(=O)(=O)N1CCOCC1
22	O=C(NCc1cccs1)C1CCN(C(=O)N2CCOc3ccccc32)CC1
23	O=c1c(N2CCN(c3ccc(F)cc3)CC2)csc2ccc(F)cc12
24	CCOc1ccccc1CNC(=O)C1CCN(c2nn3cc(-c4ccc(F)cc4)nc3s2)CC1
25	Cc1ccc(NC(=O)Cn2c(=O)n(-c3ccccc3)c(=O)c3ccc(C(=O)NCc4ccc5c(c4)OCO5)cc32)cc1
26	Cc1ccc(NC(=O)C2CCCN(C(=O)c3cnn(-c4ccc(F)cc4)c3-n3cccc3)C2)c(Cl)c1 (stereo unspecified)
27	COc1ccc(NC(=O)c2cc(S(=O)(=O)N3CCOCC3)ccc2OC)cc1
28	Cc1ccc(-c2nc(NC(=O)CSc3ncnc4sc5c(c34)CCC(C)C5)ns2)cc1 (stereo unspecified)
29	CCCc1nn2c(=O)cc(COc3ccc(/C=C(\C#N)C(=O)Nc4ccccc4)cc3)nc2s1
30	Cc1c(Cl)cccc1NC(=O)Cn1c(=O)n(Cc2ccco2)c(=O)c2oc3ccccc3c21

compound no.	21	22	23	24	25	26	27	28	29	30
D3 ag	0	-9	-13	5	-22	7	-15	-4	-8	-8
PTHR1 ag	i	?	-12%	21%	-14%	-23%	6%	-19%	i	i

# Retrieved by structure from the list above, 5 records:
17	Cc1cccc(OC(C)C(=O)Nc2ncn[nH]2)c1 (stereo unspecified)
12	O=C(CSc1nc2c([nH]c3ccccc32)c(=O)n1-c1ccc(F)cc1)N1CCCc2ccccc21
9	CCN(CCCNC(=O)c1cc(Nc2ccc(OC)cc2OC)nc2ccccc12)c1cccc(C)c1
2	COc1ccc(NC(=O)C2CCN(C(=O)N3CCOc4ccccc43)CC2)cc1
28	Cc1ccc(-c2nc(NC(=O)CSc3ncnc4sc5c(c34)CCC(C)C5)ns2)cc1 (stereo unspecified)

compound no.	17	12	9	2	28
D3 ag	9	-12	-6	9	-4
PTHR1 ag	i	i	6%	-6%	-19%

# More entries.
31	COc1cc(NS(=O)(=O)c2ccc3c(c2)OCC(C(=O)N2CCCC2)O3)cc(OC)c1 (stereo unspecified)
32	Cc1cccc(N2CCN(C(=O)Cn3c(=O)c4cccn4c4ccc(F)cc43)CC2)c1C
33	CCc1ccc(C2C(C(=O)Nc3ccccc3OC)=C(C)Nc3c(C(=O)Nc4ccc(C)cc4)cnn32)cc1 (stereo unspecified)
34	Cc1nc2cccnc2n1-c1cccc(C(=O)NCCc2ccc(Cl)cc2)c1
35	C#CCn1c(/C=C/c2ccc(Cl)cc2)nc2ccccc21
36	CCc1nn(CC(=O)NC(C)CC)c(=O)c2cc3c(OC)cccc3n12 (stereo unspecified)
37	CCOc1ccc(C2CC(=O)c3c([nH]c(C(=O)OCCOc4ccccc4)c3C)C2)cc1 (stereo unspecified)
38	COc1ccccc1CNC(=O)CCCCn1c(=O)c2ccccc2n(Cc2c(C)cc(C)cc2C)c1=O
39	O=C(O)CCSc1nnc(-c2ccc(Cl)cc2Cl)o1
40	COc1ccc(NC(=O)c2cn(CC(C)C)c(=O)c3cc(OC)c(OC)cc23)cc1Cl

compound no.	31	32	33	34	35	36	37	38	39	40
D3 ag	20	5	3	2	4	-19	-6	-7	-12	5
PTHR1 ag	-29%	i	-21%	-85%[inhibitor]	-42%[inhibitor]	8%	-3%	i	-52%	-4%

41	O=C(Nc1ccccc1C(F)(F)F)c1ccc2oc(=O)c(S(=O)(=O)c3ccc(F)cc3)cc2c1
42	CC1CCN(S(=O)(=O)c2ccc3c(c2)N(CC(=O)NCC(C)c2ccccc2)C(=O)CO3)CC1 (stereo unspecified)
43	CCCCOc1ccc(C(=O)NCCc2sc3nc(-c4ccc(OC)cc4)nn3c2C)cc1
44	COc1ccc(-c2cc(C(=O)Nc3cccc(O)c3)on2)cc1OC
45	CC(=O)Nc1ccc2nc(-c3cc(C)ccc3C)[nH]c2c1
46	CN(Cc1ccccc1)c1nc2c(S(=O)(=O)c3cccc(Cl)c3)nnn2c2ccsc12
47	CCOc1ccc(CNC(=O)c2cnc3sc(N4CCOCC4)nn3c2=O)cc1OC
48	Cc1cc(C)cc(NS(=O)(=O)c2ccc3[nH]cc(C(=O)N(C)Cc4ccccc4)c(=O)c3c2)c1
49	Cc1nn(CCCC(=O)NCc2ccc(F)cc2)c(=O)c2c1sc1ccccc12
50	CCCC(=O)N1CC(=O)Nc2ccc(Cl)cc2C1c1ccc(F)cc1 (stereo unspecified)

compound no.	41	42	43	44	45	46	47	48	49	50
D3 ag	-8	-6	-20	6	-1	7	17	1	-3	9
PTHR1 ag	-31%[inhibitor]	i	-51%[inhibitor]	i	i	?	?	-15%	0%	-24%

51	CCc1cccc(C)c1NS(=O)(=O)c1ccc(-n2cccn2)cc1
52	COc1ccc2c(c1)-c1nc(NC(=O)c3cccc(Br)c3)sc1CC2
53	CC(C)CCNC(=O)c1ccc(Cn2c(=O)c3cccn3c3cccnc32)cc1
54	COC(=O)c1ccc(NC(=O)c2cnn(-c3ccc(Cl)cc3)c2C2CCN(C(=O)OC(C)(C)C)CC2)cc1
55	COc1ccc(CCNS(=O)(=O)c2c(C)nc3sccn3c2=O)cc1OC
56	CCOc1ccccc1NC(=O)Nc1ccc2nc(N3CCN(C)CC3)cc(C)c2c1
57	O=C(Nc1c2c(nn1-c1ccc(Cl)cc1)CS(=O)(=O)C2)c1ccccc1F
58	COc1cc2nc(NCc3ccccc3)n3nc(-c4ccccc4)nc3c2cc1OC
59	O=C(CCSc1nc(-c2ccco2)cc(C(F)(F)F)n1)Nc1cccc(O)c1
60	CCCN(C(=O)Cc1c(C(=O)O)[nH]c2ccc(Cl)cc12)c1ccc(OCC)cc1

compound no.	51	52	53	54	55	56	57	58	59	60
D3 ag	-1	2	7	-9	9	-13	23	-8	-5	-5
PTHR1 ag	?	-8%	i	-17%	-5%	i	i	i	-35%[inhibitor]	-5%

61	CCC(=O)N1c2ccccc2CC1C(=O)NCc1cccc(C)c1 (stereo unspecified)
62	CC1CCN(S(=O)(=O)c2cn(CC(=O)Nc3ccc(F)c(Cl)c3)c(=O)c3ccccc23)CC1
63	CCc1ccc2oc(C(=O)N(Cc3ccc(N(C)C)cc3)Cc3ccco3)c(C)c2c1
64	O=C1c2[nH]nc(-c3ccccc3O)c2C(c2ccccc2F)N1Cc1cccnc1 (stereo unspecified)
65	Cc1ccsc1CN1CCc2nc(N3CCN(c4ccccc4F)CC3)ncc2C1
66	Cc1cccc(N2CCN(S(=O)(=O)c3ccc(-c4cnc(C5CC5)o4)cc3)CC2)c1C
67	Cc1nn(-c2ccccc2)c2c1N(CCCC(=O)NCc1ccc(OC(C)C)cc1)C(=O)CS2
68	Cc1cccc(C(=O)NC(=O)Nc2ccc(-c3cc(C(F)(F)F)nn3-c3ccccc3)cc2)c1
69	O=C1NCCN(Cc2ccc(F)cc2)C1=O
70	O=C(Cn1nc(Cc2cccnc2)c2ccccc2c1=O)N1CCN(c2ccccc2F)CC1

compound no.	61	62	63	64	65	66	67	68	69	70
D3 ag	-3	5	-2	-10	2	-4	-13	-4	8	-18
PTHR1 ag	-1%	-42%[inhibitor]	-8%	i	-35%	i	-30%	-26%	i	-13%

# Some of the entries above, reformatted.
# Below each compound – D3 ag | PTHR1 ag
13) CCOc1ccc(NC(=O)C(C)Sc2nnc3cc(C)c4ccccc4n23)cc1 (stereo unspecified)
  11 | 8%
14) CCN(Cc1ccccc1)C(=O)c1cc2c(=O)[nH]c3ccc(C)cc3c2s1
  3 | -23%
15) CCOC(=O)Cn1c(=O)oc2cc(S(=O)(=O)N3CCN(c4cccc(Cl)c4)CC3)ccc21
  10 | -25%
16) CCc1ccc(Nc2ncnc3c2cnn3-c2cc(Cl)ccc2C)cc1
  -4 | -28%
17) Cc1cccc(OC(C)C(=O)Nc2ncn[nH]2)c1 (stereo unspecified)
  9 | i
18) CCN(c1ncnc2c1cnn2-c1cccc(Cl)c1)C1CCCCC1
  -1 | -49%[inhibitor]
19) CCOc1ccccc1NC(=O)c1cc2cc(C)ccc2n1C
  8 | -3%

# (listing goes on)
71	Cc1ccc(NC(=O)c2c(C)oc3ccc(O)c(CN(C)Cc4ccccc4)c23)c(C)c1
72	COc1ccc(-c2cn3c(n2)sc2cc(C(=O)NCc4ccccc4OC)ccc23)cc1
73	CCOc1ccc(CCNC(=O)c2c(C)oc3ncnc(N4CCOCC4)c23)cc1
74	COc1ccc(CCNC(=O)c2cc(Nc3cc(C)cc(C)c3)nc3ccccc23)cc1OC
75	Fc1ccc(-n2ncc3c(NCCCN4CCOCC4)ncnc32)cc1
76	Cc1c(CNC2CCCCC2)c(C(=O)O)c(C)n1Cc1ccc(F)cc1
77	COc1ccc(-c2ccc(CNc3ccc4[nH]c(=O)[nH]c4c3)o2)cc1Cl

compound no.	71	72	73	74	75	76	77
D3 ag	-9	5	3	-14	-16	-11	8
PTHR1 ag	i	i	-18%	-43%[inhibitor]	i	-1%	i

# Entries by screen from above.
# Nos. 70 to 77 in D3 ag, in turn: -18, -9, 5, 3, -14, -16, -11, 8

# This is a subset (hit frequency here may not be typical).
